# Screens: PubChem BioAssay, several laboratories
# HSF1 inh = HSF1 inhibition. AID 2098. activity change, negative = inhibition, % at 7.5 µM (by protocol). 0.77% of 300,000 active. NIH3T3-HGL HSE-luciferase, MG132-induced, luminescence 8 h; hits give low values;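 active = more than half of replicate wells show activity change below -50%, luminescence cut by over half; inconclusive = some wells, but at most half, below -50%; inactive = no replicate well below -50%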;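 also: luciferase reports HSF-1 transcriptional activity via heat shock element; 0% = median of DMSO wells and -100% = zero luminescence signal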
# KLF5 inhibitor = inhibitors of KLF5 expression; DLD-1 KLF5 promoter-luciferase reporter, luminescence; inhibition, % at 5 µM; AID 1700; 0.23% of 290,000 active;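 active = inhibition above a per-plate limit of that plate's mean compound inhibition plus 3 SD, cut at about 60% in these data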;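 also: 0% = DMSO wells and 100% = LY294002 at 200 µM; higher means less KLF5 promoter-driven luciferase light; inactives centre near -14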
# HSF1 activator = increases HSF-1 driven luciferase reporter signal | NIH3T3-HGL HSF-1 luciferase reporter, MG132, 8 h; 100% = twice DMSO control signal | activation, % at 9 µM | 1.7% of 300,000 active | AID 504408;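 active = mean replicate activation of at least 50% with a set share of replicates each reaching 50%; inconclusive = only one of those two conditions met; inactive = mean below 50% and too few replicates reaching it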;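 also: 0% = median of the neutral control wells and 100% = twice that signal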
# HIF act = HIF pathway transcriptional activation. AID 1910. U2OS HRE-luciferase reporter, luminescence; normalized: DMSO 0%, desferrioxamine 100%. activation, % at 7.5 µM (by protocol). 0.32% of 300,000 active;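 active = mean activation of at least 10% of the iron chelator positive control signal, with at least half of replicates also reaching 10%; inconclusive = mean and replicate majority disagree about reaching 10%; inactive = mean and most replicates under 10%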
# Platelet DG rel = modulates dense granule release in human platelets; human platelet-rich plasma, SFLLRN dense granule ATP release, luminescence; inhibition, %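 (compounds screened at 7.5 µM in platelet-rich plasma)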; 0.22% of 300,000 active;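 active = mean replicate score, as percent of positive control, at or above 50; inconclusive = mean below 50 but at least one replicate at or above 50; inactive = mean and every replicate below 50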
# aSyn UTR inh = MLPCN primary screen, SNCA 5' untranslated region. AID 1813. 0.82% of 300,000 active. alpha-synuclein 5'UTR reporter, inhibitor activity. inhibition, % (tested at 7.5 µM); in the data active = inhibition above about 60%; inconclusive = no clear call, values can overlap the other calls;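 also: H4 neuroglioblastoma cells stably carrying SNCA 5'UTR luciferase fusion; 0% = DMSO wells and 100% = positive control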
# IEC-6 cytotox = IEC-6 cytotoxicity, counter-screen for KLF5 inhibitors; AID 1825; luminescence viability; 0.78% of 290,000 active; inhibition, % at 5 µM; in the data active = inhibition above about 22%;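 also: 0% = plate median of test compound wells and 100% = cytotoxic reference compound wells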
# AI-2 QS modul = modulates the Vibrio harveyi AI-2 quorum sensing system; Vibrio harveyi JMH597 AI-2 luminescence/OD600 ratio, 9 h; hits give low values; strain lacks LuxN and CqsS sensors; 0 = neutral-control median; activity change, % at 7.5 µM; 0.4% of 300,000 active; AID 2094; in the data active = activity change below about -75%, passing the limit was not always enough; inconclusive = no clear call, values can overlap the other calls;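 also: luminescence divided by OD600 gain over 9 h not by final OD600 alone; inactives centre near 13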
# HDAC3 inh = human HDAC3 inhibition; O15379; recombinant HDAC3, fluorogenic peptide/trypsin coupled, fluorescence; inhibition, % at 8.3 µM; 0.15% of 320,000 active; AID 2718; in the data active = inhibition above about 26%, passing the limit was not always enough; inconclusive = no clear call, values can overlap the other calls
# Target sequence (O15379 whole entry, looked up): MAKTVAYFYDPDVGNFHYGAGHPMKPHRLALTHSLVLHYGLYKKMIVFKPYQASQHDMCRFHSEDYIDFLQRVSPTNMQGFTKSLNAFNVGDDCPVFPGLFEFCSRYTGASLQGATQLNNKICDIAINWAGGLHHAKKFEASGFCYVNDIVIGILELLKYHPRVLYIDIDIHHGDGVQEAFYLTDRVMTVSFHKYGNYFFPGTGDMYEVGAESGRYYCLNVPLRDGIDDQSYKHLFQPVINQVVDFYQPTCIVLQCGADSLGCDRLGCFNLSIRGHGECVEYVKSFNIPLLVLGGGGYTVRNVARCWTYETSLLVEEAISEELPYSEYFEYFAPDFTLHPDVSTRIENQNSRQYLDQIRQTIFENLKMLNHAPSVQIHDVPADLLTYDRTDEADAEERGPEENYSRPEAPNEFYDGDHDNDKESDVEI
# HSP90 refold inh = inhibitors of HSP90 luciferase refolding in rabbit reticulocyte lysate; luciferase refolding luminescence, 3 h; inhibition, % at 5.6 µM; 0.91% of 290,000 active;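 active = inhibition above the screen-wide mean plus 3 SD, computed separately per campaign, cut at about 16% in these data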;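 also: 0% = DMSO wells and 100% = 60 µM geldanamycin wells; inhibitors lower the luminescence because luciferase stays unfolded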
# Active calls of the source: *; ? = inconclusive; · = not tested or not shown; & = joins results of further samples.
# Start of the listing, in advance (2 entries):
SMILES,HSF1 inh,KLF5 inhibitor,HSF1 activator,HIF act,Platelet DG rel,aSyn UTR inh,IEC-6 cytotox,AI-2 QS modul,HDAC3 inh,HSP90 refold inh
COCCNc1nc(-c2cc(-c3ccc(Cl)cc3)on2)cc(C(C)C)n1,-1.2,·,-2.1,0.5,2.3,7.7,·,7.0,3.3,·
Cn1ccsc1=NC(=O)c1cc(S(=O)(=O)N2CCOCC2)ccc1F,-2.0,·,-3.3,-0.6,-1.9,0.9,·,8.4,-1.3,·

# Main list, previewed entries included:
SMILES,HSF1 inh,KLF5 inhibitor,HSF1 activator,HIF act,Platelet DG rel,aSyn UTR inh,IEC-6 cytotox,AI-2 QS modul,HDAC3 inh,HSP90 refold inh
COCCNc1nc(-c2cc(-c3ccc(Cl)cc3)on2)cc(C(C)C)n1,-1.2,·,-2.1,0.5,2.3,7.7,·,7.0,3.3,·
Cn1ccsc1=NC(=O)c1cc(S(=O)(=O)N2CCOCC2)ccc1F,-2.0,·,-3.3,-0.6,-1.9,0.9,·,8.4,-1.3,·
CC[C@H](C)[C@@H]1NC(=O)c2cc([N+](=O)[O-])cc(F)c2OCC[C@@H](C(N)=O)NC(=O)[C@H](CCCCN)NC1=O,-9.0,2.0,-7.2,-0.7,-4.3,-7.9,-1.5,13.2,0.9,-1.7
O=C(N/N=C1/CCS(=O)(=O)c2ccc(F)cc21)c1cccnc1,7.7,-23.8,19.4,-0.9,8.9,-21.6,1.2,4.2,-9.5,-0.8
COc1ccccc1CN1CCNC(=O)C1CC(=O)NCCc1cnccn1 (centres undefined),4.6,-12.4,16.7,-0.2,0.9,6.6,-0.6,10.5,-1.0,-2.3
Nc1cc(=O)nc(SCC(=O)NCc2ccccc2)n1CCc1ccccc1,9.5,-14.2,-0.9,1.1,-1.4,-7.3,-2.8,7.8,3.6,2.3
COc1ccc(/C=N\NC(=S)SCN2C(=O)C3CCC(C)(C2=O)C3(C)C)cc1 (centres undefined),-3.5,-10.3,-6.3,-0.3,-5.7,3.2,-3.7,100.7,19.3,0.5
Cc1nc2sc3c(c2c(=O)o1)CCCC3,-7.0,-6.0,4.0,0.4,5.8,12.8,2.0,37.5,1.7,3.6
COc1ccc(Cc2nn3c(-c4cc(OC)c(OC)c(OC)c4)nnc3s2)cc1,8.9,0.1,38.8,0.2,2.8,13.1,-1.9,20.4,4.4,3.0
CC(C)(C)c1ccc(C(=O)NCC(=O)N/N=C/c2cccs2)cc1,6.8,-22.8,-3.7,-0.2,15.0,-10.4,3.2,-10.5,2.5,2.2
COc1cc(Br)cc(/C=N/NC(=O)Cc2ccccc2)c1O,-3.9,·,-3.5,-0.7,-1.1,14.0,·,7.8,1.4,·
COc1ccc(N2CCN(C(=O)c3oc4ccccc4c3NC(=O)Cc3ccc(OC)c(OC)c3)CC2)cc1,1.0,6.2,2.0,-0.2,7.9,0.6,-5.4,20.4,6.7,-3.1
Cn1c(Br)nc2c1c(=O)n(Cc1ccccc1)c(=O)n2C,-1.8,-9.4,0.5,-16.3,-4.2,13.7,1.0,20.7,3.5,2.6
CC1CN(C(=O)C(c2ccccc2)c2ccccc2)CC(C)O1 (centres undefined),1.6,-47.6,11.5,0.4,-2.7,15.1,-4.1,3.6,1.0,-3.7
CC1CCC(NC(=O)C(Cc2ccccc2)n2cccc2)CC1 (centres undefined),-2.4,-20.4,9.6,0.3,6.0,-9.4,-2.4,11.2,1.8,9.1
CCc1ccc(C(=O)COC(=O)CCc2nc3ccccc3c(=O)[nH]2)cc1,9.9,13.8,24.9,-0.3,15.8,15.0,-0.9,38.7,-3.9,3.9
CCOc1ccc(CN2CCN(CC3CC3)CC2CCO)cc1 (centres undefined),-8.0,-12.9,-4.9,-0.2,-3.2,-1.3,-2.6,20.4,0.7,-5.8
Cc1c(Cl)cccc1NC(CC(=O)c1ccccc1)C(=O)O (centres undefined),7.2,-10.2,23.0,3.2,-3.6,-102.2,5.1,34.2,2.0,-3.3
CCOc1cc(C(=S)N2CCCCC2)ccc1OCC(=O)NCc1ccccc1,18.4,-11.2,?,0.0,-0.3,-5.1,-6.7,-2.3,0.2,-0.2
CCc1ccccc1N(CC(=O)N1CCN(c2ccccc2)CC1)S(C)(=O)=O,-2.1,1.9,5.1,-0.6,-0.6,-5.3,3.4,27.3,-0.4,-2.4
CC(=O)Nc1cc(NC(C)=O)cc(C(=O)NC(C)(C)C)c1,-1.7,6.9,-2.3,-0.6,2.6,4.3,2.9,1.2,2.7,0.8
Cc1ccc(C(=O)Nc2ccc(N3CCN(C)CC3)cc2)cc1,9.4,-96.0,14.2,2.0,-1.7,-88.2,-2.8,·,-6.1,0.7
CCN1CCN(C(=S)NCCOC)CC1,-4.3,-37.8,5.0,-0.5,-2.8,-14.6,-8.0,10.1,3.4,4.2
O=C(Nc1ccc(NC(=S)NC(=O)C(c2ccccc2)c2ccccc2)cc1)c1ccccc1,3.3,-9.2,-7.2,1.2,-1.7,7.5,4.7,7.3,-4.7,2.0
CS/C(=N\S(=O)(=O)c1cccs1)NC(=O)CSc1nc2ccccc2s1,-11.7,23.1,-1.2,0.3,-20.3,40.0,-3.6,16.1,4.1,-0.2
CCc1ccccc1NC(=S)NN,3.3,-3.8,-5.5,1.8,8.0,-7.2,-1.3,-2.6,-4.8,-1.8
CCO[C@@H]1OC(C(N)=O)=C[C@H](C2CCCCC2)[C@H]1CCCO,6.9,·,22.2,-0.5,-3.0,7.7,·,6.0,-3.1,·
COc1ccccc1/C=C1/SC(=O)N(CCC(=O)Nc2ccc(S(=O)(=O)Nc3nccs3)cc2)C1=O,-0.3,14.1,3.2,-0.1,5.1,24.1,-5.5,27.4,11.6,-3.9
CC(C)CCC(O)(c1ccccc1)C(CN1CCOCC1)c1ccccc1 (centres undefined),10.3,-20.1,15.4,0.4,5.7,18.4,2.6,22.6,3.3,7.3
CCOC(=O)c1nn(-c2ccc3c(c2)OCO3)cc1O,2.0,-91.7,15.2,0.9,-3.0,-144.4,-2.7,23.6,-20.6,-7.3
CC12CCC(C(=Nc3ccc(N=C4C(=O)C5(C)CCC4C5(C)C)cc3)C1=O)C2(C)C,-5.9,-36.1,-3.7,0.1,-2.7,5.8,-0.2,6.3,2.0,12.7
COc1ccc(/C=C/C(=O)OCC(=O)Nc2ccc(Cl)cc2F)cc1S(=O)(=O)N1CCOCC1,16.7,12.0,24.8,0.3,-3.0,-6.5,-0.9,11.0,5.3,-4.5
NS(=O)(=O)c1ccc(NS(=O)(=O)c2ccc(NC(=O)C3CC3)cc2)cc1,-1.5,-18.4,-1.6,-0.9,13.0,18.4,3.7,19.8,-6.8,-0.5
CN(CC1CCOCC1)C(=O)CC1C(=O)NCCN1Cc1cccc(F)c1 (centres undefined),0.7,-7.3,28.3,-0.4,-4.6,-10.8,-9.8,17.8,·,2.2
O=C(CSc1ncn[nH]1)Nc1ccc2c(c1)CCC2,1.1,-26.6,27.3,-0.2,-1.9,-15.7,-4.7,26.4,-1.5,-4.2
COc1cc(C2OC(=O)c3ccccc3S2)cc(OC)c1OC (centres undefined),-0.7,-16.7,1.4,-0.3,-2.5,8.4,-0.7,21.6,-8.9,-0.4
CC(C)CC(=O)Nc1nnc(SCC(=O)Nc2nccs2)s1,-1.8,-8.9,-5.1,-0.1,-10.7,-9.2,4.8,2.1,-5.1,1.7
COc1ccc(N(CCC(=O)O)S(=O)(=O)c2ccc(C)cc2C)cc1,7.0,-8.8,14.5,-0.4,-3.9,-19.1,-1.9,25.8,4.8,-0.6
NS(=O)(=O)c1ccc(NC(=S)NC(=O)c2ccc(Br)o2)cc1,5.7,-12.7,17.6,0.4,-4.4,-46.5,0.4,3.5,0.3,3.4
N#Cc1ccccc1NC(=O)CC1c2ccccc2Oc2ccccc21,2.7,-48.3,-5.1,-1.2,7.2,44.7,7.2,24.9,0.0,0.6
Cc1ccc(S(=O)(=O)Nc2ccc(S(=O)(=O)N3CCOCC3)cc2)cc1[N+](=O)[O-],-3.2,0.4,-1.4,2.1,1.4,4.1,-0.9,18.1,12.0,-4.6
CCOCCCn1c(=NC(=O)c2cccnc2)c(C(=O)OCC)cc2c(=O)n3ccccc3nc21,-2.5&-3.3,-11.5,-2.5&24.5,-0.2,35.3,34.3,-2.1,19.8,-366.5,-1.8
COc1ccc(-c2sc(Nc3ccccc3)n[n+]2-c2ccc(F)cc2)c(C)c1C,0.0,8.8,-2.0,-0.1,3.8,23.3,-4.7,10.3,-4.8,-1.1
CCOC(=O)Cn1nc(C)c(NC(=O)COc2ccc(C)c(C)c2)c1C,-3.1,-47.5,-14.5,-0.8,-3.5,7.0,15.1,19.3,-5.8,-2.1
CCOC(=O)N1CCN(C(=O)c2cn(CC)c3ccc(S(=O)(=O)N(C)C4CCCCC4)cc3c2=O)CC1,-3.3,-5.7,2.4,-0.3,-5.3,-9.0,1.3,23.3,-6.1,1.9
CCOc1ccc(/C=C2/C(=O)N(c3ccc(OC)cc3)C(=S)N2CC(=O)OC)cc1OCC,-5.0,-6.2,3.4,-0.1,-0.7,-8.4,-5.2,-3.2,10.7,-4.3
CCn1c(SCC(=O)N2CCOCC2)nnc1C(C)NC(=O)c1ccccc1 (centres undefined),4.4,-8.2,23.4,0.3,3.3,26.6,3.2,-0.3,0.3,7.9
COc1ccc(NS(=O)(=O)c2cc(NC(=O)C3CCCO3)ccc2N2CCCCC2)cc1 (centres undefined),6.2,3.8,-1.4,0.3,-0.2,-14.1,-10.4,6.7,3.4,-1.2
Nc1nonc1C(=O)N/N=C/c1cc(Br)ccc1O,-31.7,54.5,-46.7,22.0*,0.5,10.2,21.2,-88.7*,3.0,-3.3
Clc1ccc(COc2ccccn2)cc1Cl,-3.3,5.7,-4.7,-0.1,0.1,-22.4,0.7,8.4,·,1.5
CC(C)Oc1ccc(C(=O)Nc2cccc3cccnc23)cc1,-6.8,-54.7,10.5,1.3,7.1,-136.3,-1.2,-6.1,9.3,-1.4
CON1C(=O)C(=O)N(OC)C(C)(C)C1C (centres undefined),-6.9,1.4,3.9,-0.8,1.8,-1.3,0.3,9.0,2.8,-3.0
COc1cc(NC(=S)NNC(=O)CC(C)C)c(OC)cc1Cl,5.0,-8.4,10.9,-0.4,-6.5,9.1,-0.5,8.5,0.4,5.6
O=C(O)c1cc(-c2ccccc2)n(-c2ccccc2)n1,0.0,3.5,-16.5,0.0,-0.3,5.1,-1.4,0.3,-4.5,-3.0
CC(=O)N=c1sccn1CC(O)c1ccc(Br)cc1 (centres undefined),-2.0,15.1,17.7,-10.8,12.9,6.0,11.6,13.4,1.0,-0.8
Cc1ccc(S(=O)(=O)/N=C2/NC(=O)/C(=C\c3cc(Br)cc(Br)c3O)S2)cc1,·,0.9,·,·,·,·,1.4,-54.1,10.6,-0.2
Cc1ccc(C)c(NC(=O)C2CCCN(S(=O)(=O)c3c(C)noc3/C=C/N(C)C)C2)c1 (centres undefined),6.1,-7.1,-6.1,0.1,-1.9,-3.6,-0.8,10.6,-4.6,1.3
CCc1ccc(-c2cc3c(=O)n(CC(=O)NCCCN4CCC(Cc5ccccc5)CC4)nc(C)n3n2)cc1,0.7,-27.4,14.9,0.2,-1.1,8.8,2.4,14.6,2.3,7.5
